Assay outcomes as filed in PubChem.
S-ASM inh: human S-ASM enzyme inhibition; AID 504937; P17405; hit rate 0.006% among 340,000; placental ASM, HMU-PC fluorogenic substrate, 60 min; Potency, µM (titrated, usually from 57.5 µM), for inactives: at the top dose activity change, negative = inhibition, usual class: inhibitors; note: potency is the fitted concentration of half-maximal effect
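Human placenta-derived ASM enzyme was preincubated with compound for 10 minutes at room temperature, then given fluorogenic substrate HMU-PC0 (9 uM final) for 60 minutes at 37 °C; a pH 10 stop preceded fluorescence reading at Ex 386/Em 447 nm.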
Mito fusion act: blocks mitochondrial division or promotes mitochondrial fusion; S. cerevisiae fusion-defective mutant growth rescue, CellTiterGlo 48 h; Potency, µM (highest dose often 46.1 µM), without a hit: at the top dose growth rescue (activation), hits mostly activators; hit rate 0.23% among 320,000; AID 485298;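 note: potency is the fitted concentration of half-maximal effect; % of control where 0% means no effect; nearly all actives have a fitted effect of over 45% in size; temperature-sensitive fusion mutants such as fzo1-1 at 37 °C on non-fermentable ethanol glycerol medium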
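Luminescent cell viability in 1536-well qHTS format served as the measure of rescued growth in ts fusion-mutant S. cerevisiae cultured on non-fermentable YPEG for 48 hours at 37C.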
TSHR antagonist: antagonists of human thyroid stimulating hormone receptor. P16473. TSHR-expressing cells, TSH-stimulated cAMP HTRF, 2 h; stronger effect = lower value. activity change, negative = inhibition, % at 11.5 µM. hit rate 0.2% among 330,000. AID 504810;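 active = activity change below a set negative limit, meaning inhibition stronger than a set level, cut at about -70% in these data; inconclusive = activity change between two set negative limits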; note: % is set by controls: 0 for no effect and ±100 for the full control effect
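Competitive HTRF cAMP read-out (cryptate anti-cAMP antibody, cAMP-d2; 30 min, room temperature) in freshly harvested TSHR cells. Compounds added before TSH at EC80 (4nM final), followed by 2 hours' incubation at 37 deg C.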
USP2a inh: inhibitors of human ubiquitin-specific protease USP2a; O75604; USP2 core, Ub-CHOP2 coupled fluorogenic reporter, 485/531; Potency, µM (top dose mostly 38.3 µM), without a hit: top-dose activity change, negative = inhibition, most hits filed as inhibitors; hit rate 0.01% among 330,000;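 note: potency is the fitted concentration of half-maximal effect; plate controls were DMSO wells for no effect and full inhibition by NEM control for full effect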
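Deubiquitinase activity read as fluorescence (485/531 nm) after Ub-CHOP2 cleavage activates the enterokinase reporter on its substrate; USP2 core 10nM, Ub-CHOP2 and substrate 25nM each, 30min compound preincubation then 60min RT; data normalized to NEM, curves fitted.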
PKM2 act: increases activity of human pyruvate kinase M2 | hit rate 0.34% among 260,000 | Potency, µM (top dose mostly 57.5 µM), inactives show top-dose activation, actives largely listed as activators | purified PKM2, Kinase-Glo ATP luminescence, activation; response scale: 0% is enzyme alone, no compound | P14618; note: potency is the fitted concentration of half-maximal effect; % is set by controls: 0 for no effect and ±100 for the full control effect; nearly all actives have a fitted effect of over 55% in size
Target sequence (P14618 whole entry, looked up): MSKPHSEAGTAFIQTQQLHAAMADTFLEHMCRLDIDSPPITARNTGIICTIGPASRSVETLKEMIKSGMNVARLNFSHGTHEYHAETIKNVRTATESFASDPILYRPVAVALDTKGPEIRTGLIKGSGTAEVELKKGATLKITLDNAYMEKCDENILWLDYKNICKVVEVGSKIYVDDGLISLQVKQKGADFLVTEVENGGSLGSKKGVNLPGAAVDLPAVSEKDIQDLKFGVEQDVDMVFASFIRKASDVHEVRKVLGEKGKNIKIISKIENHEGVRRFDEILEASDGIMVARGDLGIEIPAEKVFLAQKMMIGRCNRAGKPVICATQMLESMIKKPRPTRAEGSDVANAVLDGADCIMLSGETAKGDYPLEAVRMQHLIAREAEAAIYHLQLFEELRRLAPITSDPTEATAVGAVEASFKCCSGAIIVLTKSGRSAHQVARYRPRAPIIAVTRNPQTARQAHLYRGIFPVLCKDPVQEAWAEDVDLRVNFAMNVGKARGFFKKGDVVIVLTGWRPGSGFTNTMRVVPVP
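hPK-M2, >95% pure; 0.1 mM ADP / 0.5 mM PEP final; imidazole pH7.2 buffer w/ 7 mM MgCl2, 50 mM KCl; 1 h RT; Kinase-Glo lum. Intermediate enzyme activity for dual inhibitor/activator qHTS.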
Eya2 inh: inhibitors of human Eya2 phosphatase activity. Potency, µM (doses to about 76.9 µM), for inactives: at the top dose activity, negative = inhibition, most hits filed as inhibitors. O00167. recombinant Eya2, OMFP fluorescence dephosphorylation (OMFP is methylfluorescein phosphate). hit rate 0.006% among 330,000. AID 488837; note: potency is the fitted concentration of half-maximal effect; % is set by controls: 0 for no effect and ±100 for the full control effect
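Eya2 (0.2 uM) preincubated 10 min at ambient with compound, then OMFP substrate added at 50 uM; 10 min reaction in 50 mM HEPES pH 7.5, 50 mM NaCl, 5 uM MgCl2, 0.05% BSA, 1 mM DTT. Fluorescence read at Ex 485/Em 525 nm.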
Chronic BCR inh: blocks chronic active B-cell receptor signaling; ABC-DLBCL IkBa-CBG/CBR reporter, luminescence ratio, 4 h; Potency, µM (top dose mostly 46.1 µM), for the others: at the top dose ratio change, negative = lower green/red ratio, usual class: inhibitors; hit rate 0.05% among 340,000; AID 493014; active = well fitted inhibition curve with a large enough effect in the signal ratio, with a control signal flat, not every such curve was filed as active; inconclusive = small, poorly fitted or top-dose-only effect, or effect the other way, or a change in a side signal; the % refers to the signal ratio;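 note: potency is the fitted concentration of half-maximal effect; plate controls were basal doxycycline-induced cells for no effect and cells given 10 µM MG132 for full effect; MG132 reads +100%, hits lower the ratio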
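Compounds up to 46 uM were incubated four hours with TMD8 cells whose green CBG68 luciferase is fused to IkappaBalpha; red CBR luminescence normalised the signal, and concentration-effect curves were fitted to fusion, red and ratio data.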
KCNH2 WT inh: inhibitors of human wildtype KCNH2 potassium channel; Q12809; U2OS, BacMam KCNH2, thallium flux FluxOr; stronger effect = lower value; activity change, % at 1.84 µM; hit rate 0.37% among 340,000;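 active = maximum activity change below -70%; inconclusive = maximum activity change between -70% and -50%; inactive = maximum activity change above -50%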; note: % is set by controls: 0 for no effect and ±100 for the full control effect
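U2OS cells were transduced with wild-type KCNH2 virus (2.03 x 10^8 / mL) for 4 h at room temperature, then cultured overnight at 37 C. Thallium flux was read with FluxOr dye. Rate constants were normalized to DMSO controls.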
GALK inh: inhibitors of human galactokinase. P51570. Purified GALK, Kinase-Glo residual ATP luminescence. Potency, µM (series often up to 57.5 µM), inactives show at the top dose activity change, negative = inhibition, usual class: inhibitors. hit rate 0.007% among 270,000. AID 1868; note: potency is the fitted concentration of half-maximal effect; % is set by controls: 0 for no effect and ±100 for the full control effect
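5 nM enzyme, 35 uM ATP, 100 uM galactose, 20 mM HEPES pH8.0, 5 mM MgCl2; 1 h RT; residual ATP by Kinase-Glo Plus luminescence, qHTS format.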
MBNL1 CUG block: MBNL1-poly(CUG) RNA binding inhibition. Q9NR56. TR-FRET MBNL1-His/biotin-(CUG)12 binding, 665/545 ratio. Potency, µM (top dose mostly 57.5 µM), for inactives: at the highest dose activity change, negative = inhibition, most hits filed as inhibitors. hit rate 0.036% among 280,000. AID 2675; active = well fitted inhibition curve with a large enough effect in the signal ratio, with a control signal flat, not every such curve was filed as active; inconclusive = small, poorly fitted or top-dose-only effect, or effect the other way, or a change in a side signal; inactive = no such curve, though single readings can be large or run the other way; the % refers to the signal ratio; note: potency is the fitted concentration of half-maximal effect; % is set by controls: 0 for no effect and ±100 for the full control effect
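TR-FRET between His-tagged MBNL1 and biotin-(CUG)12 RNA, detected with Tb anti-His antibody (0.055 ng/ul) and streptavidin-XL665 (5 nM), 60 min at room temperature. Compounds titrated 92 nM to 58 uM; 665/545 nm ratio normalized to buffer and complex controls.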
Menin-MLL TR inh: inhibitors of human menin-MLL interaction, mutant MLL peptide | Menin + Texas Red MLL mutant peptide, fluorescence polarization | Potency, µM (highest dose often 61.6 µM), for the others: at the top dose FP activity change, negative = inhibition, hits mostly inhibitors | hit rate 0.23% among 270,000 | AID 1768; active = well fitted inhibition curve with a large enough effect in the polarisation, with a control signal flat, not every such curve was filed as active; inconclusive = small, poorly fitted or top-dose-only effect, or effect the other way, or a change in a side signal; inactive = no such curve, though single readings can be large or run the other way; the % refers to the polarisation; note: potency is the fitted concentration of half-maximal effect; % of control where 0% means no effect; many of its hits are not listed in these tables
Target sequence (O00255 whole entry, looked up): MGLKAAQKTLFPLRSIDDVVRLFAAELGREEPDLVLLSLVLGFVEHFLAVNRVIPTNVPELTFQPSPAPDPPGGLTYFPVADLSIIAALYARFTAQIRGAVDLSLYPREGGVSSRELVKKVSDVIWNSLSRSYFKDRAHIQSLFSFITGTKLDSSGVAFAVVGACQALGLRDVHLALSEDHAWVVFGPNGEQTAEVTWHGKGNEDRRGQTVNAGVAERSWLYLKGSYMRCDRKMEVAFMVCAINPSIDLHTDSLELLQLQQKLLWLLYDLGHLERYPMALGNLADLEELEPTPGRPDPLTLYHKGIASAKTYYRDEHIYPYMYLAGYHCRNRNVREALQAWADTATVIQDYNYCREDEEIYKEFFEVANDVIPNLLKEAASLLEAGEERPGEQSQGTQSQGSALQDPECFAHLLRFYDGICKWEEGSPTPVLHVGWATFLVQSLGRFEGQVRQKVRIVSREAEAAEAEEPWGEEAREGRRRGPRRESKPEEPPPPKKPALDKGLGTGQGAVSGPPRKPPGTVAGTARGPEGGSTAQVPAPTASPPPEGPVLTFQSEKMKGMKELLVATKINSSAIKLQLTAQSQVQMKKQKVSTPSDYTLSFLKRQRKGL
The depositor's hits bear a star; [ ] = remark or other dose. Unless noted, calls come from the whole dose curve; as a rule, active = well fitted curve in the direction sought with a large enough effect; inconclusive = small, poorly fitted or top-dose-only effect, or another doubt; inactive = no such curve, though single readings can be large; an effect the other way counts as inactive or inconclusive. An excerpt (hit frequency here may not be typical).

What do the screens show for `O=C(Cc1c(F)cccc1Cl)N/N=C/c1cccnc1`?
S-ASM inh: 0%; Mito fusion act: 4%; TSHR antagonist: 0; USP2a inh: -1%; PKM2 act: 0%; Eya2 inh: -9%; Chronic BCR inh: -6%; KCNH2 WT inh: -12; GALK inh: -2%; MBNL1 CUG block: 9%; Menin-MLL TR inh: -8%

How did CCOc1c(Br)cc(/C=C2\C(=O)N(CCC#N)N=C2C)cc1OC do in these assays?
S-ASM inh: -1%; Mito fusion act: 0%; TSHR antagonist: 24; USP2a inh: 1%; PKM2 act: 22%; Eya2 inh: 4%; Chronic BCR inh: inconclusive; KCNH2 WT inh: 4; GALK inh: 0%; MBNL1 CUG block: -1%; Menin-MLL TR inh: -11%

How did CCC(C)Sc1ccc(-c2nc3ccc(C)cn3c2NCc2ccccc2)cc1 (stereo unspecified) do in these assays?
S-ASM inh: 463%[activator]; TSHR antagonist: -19; USP2a inh: -1%; Eya2 inh: -7%; Chronic BCR inh: 7%; KCNH2 WT inh: -9

What do the screens show for `Cn1c(N)c(C(=O)CSc2nnc(C3CC3)n2Cc2ccccc2)c(=O)[nH]c1=O`?
S-ASM inh: 0%; Mito fusion act: -3%; TSHR antagonist: 71; USP2a inh: 0%; Eya2 inh: 22%; Chronic BCR inh: -1%; KCNH2 WT inh: -1

What do the screens show for `Cc1ccc(NC(=O)CSc2nccn2Cc2ccco2)cc1`?
S-ASM inh: 2%; Mito fusion act: -6%; TSHR antagonist: 24; USP2a inh: 0%; PKM2 act: 12%; Eya2 inh: 5%; Chronic BCR inh: -5%; KCNH2 WT inh: -10; GALK inh: 8%; MBNL1 CUG block: -1%

Results for CC(C)Cn1nc(C(=O)OCC(=O)NCC(F)(F)F)c2ccccc2c1=O ?
S-ASM inh: -3%; Mito fusion act: -2%; TSHR antagonist: 6; USP2a inh: 0%; PKM2 act: 4%; Eya2 inh: -6%; Chronic BCR inh: 6%; KCNH2 WT inh: 9; GALK inh: -2%; MBNL1 CUG block: -1%; Menin-MLL TR inh: 3%

Results for CC(C)c1ccc(NC2CCCN(C(=O)CCCn3cncn3)C2)cc1 (stereo unspecified) ?
S-ASM inh: 1%; Mito fusion act: 4%; TSHR antagonist: -9; USP2a inh: 2%; PKM2 act: 0%; Eya2 inh: -9%; Chronic BCR inh: 2%; KCNH2 WT inh: -4; GALK inh: 2%; MBNL1 CUG block: 3%; Menin-MLL TR inh: -12%

What do the screens show for `Cc1cccc(-n2cc(-c3ccccc3)c3c(NN4CCOCC4)ncnc32)c1`?
S-ASM inh: -1%; Mito fusion act: inconclusive; TSHR antagonist: -8; USP2a inh: 3%; PKM2 act: 1%; Eya2 inh: -16%; Chronic BCR inh: -6%; KCNH2 WT inh: 18; GALK inh: 0%; MBNL1 CUG block: 13%; Menin-MLL TR inh: 2%

What do the screens show for `CC(C)C(=O)OC/C(O)=C(\C#N)c1nc2ccccc2[nH]1`?
S-ASM inh: 2%; Mito fusion act: 2%; TSHR antagonist: 13; USP2a inh: 7%; PKM2 act: 7%; Eya2 inh: 16%; Chronic BCR inh: inconclusive; KCNH2 WT inh: 6; GALK inh: 0%; MBNL1 CUG block: 4%; Menin-MLL TR inh: inconclusive

How did Cc1ccnc(NC(=O)Nc2ccc3c(c2)N(C)C(=O)CS3)c1 do in these assays?
S-ASM inh: 4%; Mito fusion act: 15%; TSHR antagonist: 24; USP2a inh: 3%; PKM2 act: -16%; Eya2 inh: -1%; Chronic BCR inh: 4%; KCNH2 WT inh: -6; MBNL1 CUG block: inconclusive; Menin-MLL TR inh: 0%

How did Cc1cc(C)c(C#N)c(SCc2ccccc2)n1 do in these assays?
S-ASM inh: -9%; Mito fusion act: 13%; TSHR antagonist: -23; USP2a inh: -1%; PKM2 act: 5%; Eya2 inh: -8%; Chronic BCR inh: inconclusive; KCNH2 WT inh: 8; GALK inh: -3%; MBNL1 CUG block: -5%; Menin-MLL TR inh: 12%

Results for CC(OC(=O)CCN=C1NS(=O)(=O)c2ccccc21)C(=O)NC1CCCCC1C (stereo unspecified) ?
S-ASM inh: 3%; Mito fusion act: -2%; TSHR antagonist: 0; USP2a inh: -1%; Eya2 inh: 20%; Chronic BCR inh: 1%; KCNH2 WT inh: -15

What do the screens show for `CCc1nnc(NC(=O)C2(C)COC(c3ccc(OC)cc3)OC2)s1` (stereo unspecified)?
S-ASM inh: 3%; Mito fusion act: -2%; TSHR antagonist: 19; USP2a inh: 0%; PKM2 act: 12%; Eya2 inh: -8%; Chronic BCR inh: inconclusive; KCNH2 WT inh: -9; GALK inh: -2%; MBNL1 CUG block: -12%

How did CCOCCn1c(N2CCCC2)nc2c1c(=O)n(C)c(=O)n2C do in these assays?
S-ASM inh: 2%; Mito fusion act: 4%; TSHR antagonist: -14; USP2a inh: -1%; PKM2 act: 4%; Eya2 inh: 5%; Chronic BCR inh: -2%; KCNH2 WT inh: -28; GALK inh: -4%; MBNL1 CUG block: 1%; Menin-MLL TR inh: -10%

What do the screens show for `Cc1ccc2c(c1)c1c(n2C)C(C(N)=O)CCC1` (stereo unspecified)?
S-ASM inh: -1%; Mito fusion act: -13%; TSHR antagonist: 3; USP2a inh: 0%; PKM2 act: -17%; Eya2 inh: -26%; Chronic BCR inh: -1%; KCNH2 WT inh: 6; GALK inh: 1%; MBNL1 CUG block: 5%; Menin-MLL TR inh: 17%

Results for O=C1CCCCC1c1cccc2ccccc12 (stereo unspecified) ?
S-ASM inh: 6%; Mito fusion act: -1%; TSHR antagonist: -5; USP2a inh: 2%; Eya2 inh: 8%; Chronic BCR inh: -4%; KCNH2 WT inh: 1; MBNL1 CUG block: 13%

What do the screens show for `O=c1[nH]c2ccc(S(=O)(=O)NCCO)cc2[nH]1`?
S-ASM inh: -2%; Mito fusion act: -1%; TSHR antagonist: 23; USP2a inh: 0%; PKM2 act: 10%; Eya2 inh: 1%; Chronic BCR inh: -17%; KCNH2 WT inh: 2; GALK inh: 6%; MBNL1 CUG block: 8%; Menin-MLL TR inh: -8%

How did CC[C@@]1(C(=O)OC)N[C@H](CN(C)C(=O)C2CCCCC2)[C@@H]2C(=O)N(Cc3ccccc3)C(=O)[C@@H]21 do in these assays?
S-ASM inh: -4%; TSHR antagonist: 28; USP2a inh: -4%; Eya2 inh: -1%; Chronic BCR inh: -2%; KCNH2 WT inh: 2

Results for O=C(COC(=O)c1cncc(Br)c1)NCCC1=CCCCC1 ?
S-ASM inh: -2%; Mito fusion act: 9%; TSHR antagonist: 3; USP2a inh: 2%; PKM2 act: -5%; Eya2 inh: 12%; Chronic BCR inh: inconclusive; KCNH2 WT inh: 17; GALK inh: 2%; MBNL1 CUG block: 1%; Menin-MLL TR inh: -3%

What do the screens show for `Cc1ccc(S(=O)(=O)C(C#N)c2nc3ccccc3nc2OC(C)C)cc1` (stereo unspecified)?
S-ASM inh: 14%; Mito fusion act: 11%; TSHR antagonist: -7; USP2a inh: -1%; PKM2 act: -2%; Eya2 inh: 9%; Chronic BCR inh: 11%; KCNH2 WT inh: 5; GALK inh: -2%; MBNL1 CUG block: -8%; Menin-MLL TR inh: -10%

What do the screens show for `CC1CCCCN1CCCNC(=O)CCCN1C(=O)c2cccnc2Sc2ccccc21` (stereo unspecified)?
S-ASM inh: -1%; Mito fusion act: -2%; TSHR antagonist: 3; USP2a inh: 2%; Eya2 inh: -2%; Chronic BCR inh: -9%; KCNH2 WT inh: -2; GALK inh: 4%; MBNL1 CUG block: -5%

How did CCCC(C)NC(C)C(=O)NC1CCCC1 (stereo unspecified) do in these assays?
S-ASM inh: 5%; Mito fusion act: -5%; TSHR antagonist: 9; USP2a inh: 3%; PKM2 act: -7%; Eya2 inh: 3%; Chronic BCR inh: 0%; KCNH2 WT inh: 33; GALK inh: 4%; MBNL1 CUG block: -8%; Menin-MLL TR inh: 18%
